TAG inh: inhibitors of triacylglycerol accumulation, primary screen, cell-based, uHTS, fluorescence, H9c2 | H9c2 cells, Nile Red lipid (TAG) fluorescence; cells loaded with 200 µM oleic acid | inhibition, % at 12.5 µM | actives 0.66% (n = 230,000);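 active = pattern-corrected inhibition of lipid staining of at least 50% with the nuclear-stain viability signal not falling by more than 50%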;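 note: 0% = DMSO wells and 100% = triacsin C control wells; some results filed as inactive read as strong as hits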
TAG inh DAPI viability: further read-out of TAG inh, marked with its call; DAPI nuclei signal change (viability), lower = more cytotoxic, %;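 whole-well DAPI fluorescence read on a plate reader as a viability signal; minus 50 percent equals half of cells still viable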
Numbers without * were called inactive. These rows are one share of the data; count on the stated rates, not on these rows.

SMILES	TAG inh	TAG inh DAPI viability
Cn1cc(Cl)c(/C(N)=N/OC(=O)c2ccccc2C(F)(F)F)n1	-2.7	1.2
COC(=O)C1=C(C)NC(=O)/C1=C\c1cc(C)n(-c2ccccc2C)c1C	-8.8	-4.6
O=C(OCCSCCOC(=O)C1CC=CCC1)C1CC=CCC1 (centres undefined)	0.2	0.1
Fc1ccc(Cn2nnnc2CN2CCc3ccccc3C2)cc1	-17.6	6.0
Cc1ccc(CN2CCN(Cc3cccc4c3OCO4)CC2CCO)cc1 (centres undefined)	-6.6	24.0
COc1ccc(CN(C(=O)c2oc3ccccc3c2C)C2CCS(=O)(=O)C2)cc1 (centres undefined)	4.1	6.1
CCOc1ccc(/C=N/Nc2ccccn2)cc1	3.5	4.5
CC(=O)c1ccc(Nc2cc(C)nc3ncnn23)cc1	-10.1	-6.6
COc1cc(OC)cc(C(=O)NNC(=O)CCC(=O)c2cc(C)sc2C)c1	6.3	-5.5
COc1cc2c(cc1NC(=O)C(c1ccccc1)c1ccccc1)CCCC2	-26.1	-0.9
CC(=O)Oc1ccc2occ(C(=O)c3cccs3)c2c1	-9.2	11.8
COc1ccc(Oc2ccc(C(F)(F)F)cc2NC(=O)c2ccc(C)cc2)cc1	-5.9	-2.1
CC(=O)N(c1ccc2oc(=O)sc2c1)S(=O)(=O)c1cccs1	-10.7	3.8
COc1cc(C(=O)Nc2c(C)cc(C)cc2C)c(Br)c(OC)c1OC	9.0	-3.0
O=C(NCc1ccccc1)C12CC3CC(CC(C3)C1)C2	-7.6	5.6
CCCCC1C(=O)NN(c2ccccc2)C1=O (centres undefined)	-3.7	2.9
O=C(CC(=O)N/N=C\c1ccc(F)cc1)NCCc1ccccc1	-5.3	10.7
CCOC(=O)c1c(C)[nH]c(C(=O)CSc2nnc(Nc3ccccc3F)s2)c1C	2.2	4.7
O=C(Cn1cc(Cl)ccc1=O)c1ccc(Cl)cc1	-1.8	-2.8
O=C(O)CNS(=O)(=O)c1ccc2c(c1)CCCC2	7.9	27.2

Given as a markdown table: part of the list above.
| SMILES | TAG inh | TAG inh DAPI viability |
| --- | --- | --- |
| Fc1ccc(Cn2nnnc2CN2CCc3ccccc3C2)cc1 | -17.6 | 6.0 |
| Cc1ccc(CN2CCN(Cc3cccc4c3OCO4)CC2CCO)cc1 (centres undefined) | -6.6 | 24.0 |

Continuation.
SMILES	TAG inh	TAG inh DAPI viability
COc1cc(C=O)ccc1OCCCOc1ccccc1[N+](=O)[O-]	-13.2	0.1
O=[N+]([O-])c1nn(-c2ccc3c(c2)OCCO3)n(O)c1=NCCC1=CCCCC1	-11.0	-5.1
CC1CC(C)CN(CCCNC(=O)CC2Oc3ccccc3NC2=O)C1 (centres undefined)	51.0	-58.0
COC(=O)C(C)Sc1nnc(Cc2cc(=O)[nH]c(=O)[nH]2)n1-c1ccc(OC)cc1 (centres undefined)	4.3	0.7
CCCOc1cccc(C(=O)NCCCNC(=O)c2cccnc2)c1	-3.6	-0.7
O=c1oc(CCO)cc2ccccc12	1.9	-7.2
Cc1ccc(S(=O)(=O)Nc2cccc(C(=O)NCC(c3ccccc3)N(C)C)c2)cc1F (centres undefined)	-3.1	10.0
Oc1ccccc1N=Nc1nc(-c2ccccc2)c(-c2ccccc2)[nH]1	-4.2	-18.6
CCN(CC)S(=O)(=O)c1cc(NC(=O)C(C)N2CCc3ccccc32)ccc1C (centres undefined)	-2.3	-2.9
Cn1cc(Cl)c(C(=O)NC2CCCC2)n1	2.2	3.4
O=C(CCNC(=O)Cn1ccc2ccccc2c1=O)NCCN1CCc2ccccc2C1	-2.6	-16.9
CCCCCCCN1C=CC(=O)CC1	-11.3	17.7
NC(=O)[C@@H]1CCCN1Cc1nc(Cc2ccccc2F)no1	0.4	-1.3
O=C(OCC(=O)N1CCCc2ccccc21)c1ccc(Br)o1	15.3	-16.0
Cc1cc(NC(=O)CSc2ncnc3c2cnn3-c2cccc(Cl)c2)no1	5.1	-2.9
O=C(c1ccc(-c2ccc([N+](=O)[O-])cc2Cl)o1)N1CCOCC1	0.7	-1.4
O=C(O)Cc1cccc(=O)c(O)c1C(=O)O	12.2	3.9
Cc1cc(C)n2nc(C(=O)N/N=C/c3ccc(Cl)cc3)nc2n1	-9.9	2.5
CN1CC=C2C(C#N)=C(N)C(C#N)(C#N)C(c3ccsc3)C2C1 (centres undefined)	-11.0	-0.7
CSCC(C)N1CCC(CO)(CCCc2ccccc2)CC1 (centres undefined)	-10.8	18.6
CC(=O)Nc1cc(-c2ccc(C(=O)NC3CC3)cc2)cn2c(-c3cccc(C(C)=O)c3)cnc12	5.2	3.8
CCOc1ccc(CCNC(=O)CCc2nnc3ccc(N4CCOCC4)nn23)cc1	-7.3	-13.3
CC(/C=C/c1cccc([N+](=O)[O-])c1)=N/NC(=O)c1cccnc1	-3.1	-8.3
CC(OC(=O)c1oc2ccccc2c1COc1ccccc1)C(N)=O (centres undefined)	15.7	-1.5
Cc1ccc(S(=O)(=O)N(C)c2ccc(OC(=O)CN3C(=O)NC4(CCCC4)C3=O)cc2)cc1C	2.4	9.3
Cc1ccsc1/C=N\NC(=O)CC(=O)NCc1ccccc1	0.8	12.3
CC(C)(C)c1ccc(C(=O)O)c(C(=O)c2ccccc2)c1	6.7	-6.4
COCCN(C(=O)C(F)(F)F)C(C(=O)NC1CCCCC1)c1ccco1 (centres undefined)	13.0	-1.2
Cc1ccc2c(c1)NC(=O)C(CC(=O)Nc1ccc(CN3CCC(C)CC3)cc1)O2 (centres undefined)	14.2	-2.2
CCOC(=O)Nc1ccc2c(c1)N(C(=O)CCCl)c1ccccc1[S@]2=O	-4.7	-3.6
CC(C)C(=O)NC(=S)Nc1ccc(S(=O)(=O)NC(C)(C)C)cc1	1.6	3.9
CNCC[C@@H](Oc1ccccc1C)c1ccccc1	-4.1	17.0
O=C(NCc1cccnc1)c1ccc(NS(=O)(=O)c2ccc(F)cc2)cc1	0.6	1.2
COc1ccc(C(C)=O)cc1CSc1nc2nc(C)cc(C)n2n1	3.6	4.5
O=C1N(Cc2ccccc2)c2ccccc2OC1(F)F	18.1	-14.8
O=C(NCc1ccccc1CN1CCCC1)c1cc2ccccc2o1	-18.8	5.8
CCOC(=O)c1c(C)[nH]c(C(=O)COC(=O)c2ccc(N3CCCC3=O)cc2)c1C	-91.7	-6.1
COc1ccccc1NC(=S)NC(C)=O	-4.1	-6.4
COc1c(C)cccc1C(=O)Nc1ccc(OCC(=O)N2CCOCC2)cc1C	12.2	-1.4
COc1ccc(CCN(C)CC(O)c2ccccc2)cc1OC (centres undefined)	-2.5	1.2
N#Cc1cccc(S(=O)(=O)N2CCN(c3ccnc4cc(Cl)ccc34)CC2)c1	13.8	6.0
Cc1ccccc1NC(=O)c1c2c(nc3ccccc13)CCC2	0.3	-4.0
CC(C)(C)NC(=O)Nc1ccc(F)c(Cl)c1	-5.5	0.5
Cc1noc(C)c1CSc1nnc2scc(-c3ccccc3)n12	0.6	18.3
O=C(c1ccc(OC2CCN(Cc3ccccc3C(F)(F)F)CC2)cc1)N1CCCCC1	4.4	0.1
CCC(CC)C(=O)c1c[nH]c(C(=O)NCC2CCCO2)c1 (centres undefined)	9.0	-3.6
O=C(Nc1ccnn1C1CCN(C/C=C/c2ccccc2)CC1)c1ccccc1Cl	-0.4	4.9
COC(=O)C(NS(=O)(=O)c1cccc(S(=O)(=O)NC(C(=O)OC)c2ccccc2)c1)c1ccccc1 (centres undefined)	17.0	-6.0
O=C(Cn1nnc2ccccc2c1=O)N1CCOCC1	8.9	12.0
Cc1ccc(-n2c(CNc3ccc(F)cc3)nnc2SCC(=O)N2CCOCC2)cc1	11.1	-8.4
CCOC(=O)N1CCN(CC(=O)Nc2nc3ccc(OC)cc3s2)CC1	-1.2	1.1
CNC(=O)c1nc(C)c(C2(C)CC(c3cccc([N+](=O)[O-])c3)=NO2)s1 (centres undefined)	9.6	-1.8
Cc1cc(OC(=O)c2c(F)cc(F)cc2F)nc(C)n1	-6.9	6.9
Cc1[nH]c2ccc(C(=O)OCC(=O)NC3(C#N)CCCCC3)cc2c1C	40.9	2.7
CCOC(=O)/C(C#N)=C\C1=C(N2CCCC2)CC(C)(C)OC1	12.7	11.4
CCNC(=O)C1CCCN(C(=O)c2ccc(-c3ccccc3)cc2)CC1 (centres undefined)	25.8	-6.1
Cc1ccc(C(=O)CNc2cc(C)ccc2C)cc1	7.2	-4.6
CC(=O)NC1=NN(C(C)=O)C(C)(c2ccc(Br)cc2)S1 (centres undefined)	6.7	-5.7
COc1cccc(OC)c1C(=O)Nc1ccc(S(=O)(=O)Nc2cc(C)nc(C)n2)cc1	1.4	-4.6
COCCN(C(=O)COC(=O)c1cccc2ccccc12)c1c(N)n(Cc2ccccc2)c(=O)[nH]c1=O	1.7	4.9

Profiles from above. Order of values: TAG inh	TAG inh DAPI viability
Cc1[nH]c2ccc(C(=O)OCC(=O)NC3(C#N)CCCCC3)cc2c1C in the list: 40.9	2.7
COC(=O)C(NS(=O)(=O)c1cccc(S(=O)(=O)NC(C(=O)OC)c2ccccc2)c1)c1ccccc1 (centres undefined) in the list: 17.0	-6.0
CCOC(=O)/C(C#N)=C\C1=C(N2CCCC2)CC(C)(C)OC1 in the list: 12.7	11.4
CCNC(=O)C1CCCN(C(=O)c2ccc(-c3ccccc3)cc2)CC1 (centres undefined) in the list: 25.8	-6.1
CCC(CC)C(=O)c1c[nH]c(C(=O)NCC2CCCO2)c1 (centres undefined) in the list: 9.0	-3.6

Next structures:
SMILES	TAG inh	TAG inh DAPI viability
CN(Cc1ccccc1)C(=O)CCSc1nc(-c2ccc3c(c2)OCO3)cc(C(F)(F)F)n1	-11.8	11.4
Cc1cccc(N2CCN(c3ccc(N4C(=O)CCCC4=O)cc3[N+](=O)[O-])CC2C)c1 (centres undefined)	2.5	1.3
CCN(CC)CCCNC(=O)Cn1cc2c(n1)CCC(C)C2 (centres undefined)	6.7	-0.5
COc1ccc(S(=O)(=O)N2CCCCCC2)cc1NC(=O)CN(C)Cc1ccc2c(c1)OCO2	5.0	-9.5
O=C(CSc1nnc(CCc2nc3ccccc3[nH]2)n1-c1ccccc1)NCc1ccccc1	6.6	-10.2
CN(C)c1ccc(C(=O)c2ccccc2C(=O)O)c(O)c1	-7.5	0.0
CC1CCCCN1CCCNc1ccc(C(CC(N)=O)NC(=O)Cc2ccc(Cl)cc2)cc1[N+](=O)[O-] (centres undefined)	-19.4	4.1
COc1ccc(Br)cc1C(=O)O	-11.6	-3.7
COc1ccccc1-c1cc(N)n[nH]1	-13.0	1.9
COc1ccc(/C=N/c2oc(-c3ccccc3)cc2C#N)cc1OC	-9.5	9.5
CCOC(=O)CNc1cccc(C(F)(F)F)c1	5.1	-4.3
O=C(Nc1ccc(Cl)cc1)Nc1ccccn1	4.6	-5.4
CSc1ccccc1NC(=O)C1=CC(c2ccc(C)cc2)=NS(=O)(=O)N1C	-3.7	3.0
COc1ccccc1OCC(=O)NCC(C)NC(=O)COc1ccccc1OC (centres undefined)	4.4	-6.0
CCCCN(C(=O)c1ccc(N2C(=O)c3ccccc3C2=O)cc1)c1c(N)n(CC(C)C)c(=O)[nH]c1=O	1.2	-0.2
Cc1ccc(C(=O)Nc2nn(C)c3cccc(F)c23)cc1	-7.5	5.4
COc1cccc(CN(C)C(=O)CCC(=O)c2cc(Br)ccc2OC)c1	-54.6	0.8
COc1ccccc1CCNC(=O)C(=O)NCC1OCCN1S(=O)(=O)c1ccc2c(c1)OCCO2 (centres undefined)	-2.3	-1.8
COc1ccccc1C(c1nnnn1CC1CCCO1)N1CCC(C(N)=O)CC1 (centres undefined)	11.8	-11.5
Cc1cccc(/C=N\NC(=O)c2csnn2)c1	5.1	2.8
O=C(COC(=O)CNS(=O)(=O)c1c(F)cccc1F)NC(=O)NC1CCCCC1	-3.4	-0.6
O=C(Nc1ccc(-n2cccn2)cc1)C1CCN(Cc2ccsc2)CC1	3.4	-3.0
C#CC[N+]1(CC#Cc2ccc(C#CC[N+]3(CC#C)CCOCC3)cc2)CCOCC1	-4.4	1.0
CC(C)(C)OC(=O)N1CCC(CNC(=O)c2cccs2)CC1	1.1	-6.6
COc1ccc(-c2cnc3cccnn23)cn1	19.1	9.2
CCOC(=O)N1CCN(C(=O)c2nc3ccccc3s2)CC1	-14.2	3.7
Cc1cc(C)c(O)c(CN(C)Cc2cc(Cl)cc(Cl)c2O)c1	5.8	3.7
Cc1ccc(NNC(=O)CCc2ccccc2)c(C)c1	-3.7	-9.5
COc1ccc(CCNC(=O)COC(=O)c2ccc(C)s2)cc1	-2.9	2.7
Cc1cccc(NC(=O)CCC(=O)N2CCOCC2)n1	-16.9	2.6
CC[C@]12c3[nH]c4ccc(Cl)cc4c3CCN1C(=O)[C@@H](CC(=O)NCc1cccc(C(F)(F)F)c1)C[C@@H]2C(=O)N1CCN(C(=O)c2ccco2)CC1	33.7	-2.2
O=C(CCl)Nc1ccc(N2CCCCCC2)cc1	11.8	-9.4
CC1(C)Cc2cccc(OCC(=O)Nc3ccc(OCC(N)=O)cc3)c2O1	66.4*	-39.4*
CCOC(=O)N1CCN(S(=O)(=O)c2ccc(OC)c3ccccc23)CC1	-14.7	13.2
Cc1cc(C(=O)CN2C(=O)CN(C)C2=O)c(C)n1-c1cccc(S(=O)(=O)N2CCOCC2)c1	2.9	1.1
O=C(CNc1cccc(S(=O)(=O)N2CCCC2)c1)Nc1ccc(F)c(F)c1	-1.7	4.5

Reformatted with two lines to a compound: entries from further up
Sequence of screens: TAG inh, TAG inh DAPI viability
> CCCCC1C(=O)NN(c2ccccc2)C1=O (centres undefined)
  -3.7, 2.9
> O=C(CC(=O)N/N=C\c1ccc(F)cc1)NCCc1ccccc1
  -5.3, 10.7
> CCOC(=O)c1c(C)[nH]c(C(=O)CSc2nnc(Nc3ccccc3F)s2)c1C
  2.2, 4.7
> O=C(Cn1cc(Cl)ccc1=O)c1ccc(Cl)cc1
  -1.8, -2.8
> O=C(O)CNS(=O)(=O)c1ccc2c(c1)CCCC2
  7.9, 27.2
> COc1cc(C=O)ccc1OCCCOc1ccccc1[N+](=O)[O-]
  -13.2, 0.1

From PubChem BioAssay
